influenza NS1A – H1N1 influenza NS1A inhibitors, functional cell based assay (AID 504329); NS1A functional cell-based assay, percent inhibition; higher % means a stronger effect; one-dose inhibition, % at 12.5 µM; IC50 in µM for titrated hits; 0.3% of 340,000 active; in the data active means a potency from the dose series; inconclusive means inhibition above about 27% without an active follow-up result; further: strong numbers were not always called active
PhoP GFP inhibition – PhoP regulon inhibitors, Salmonella typhi PhoP promoter GFP reporter, confirmatory (AID 1850); Salmonella Typhi PhoP-promoter GFP reporter, fluorescence, 4 h; higher % means a stronger effect; inhibition, % at 50 µM; hits with a dose series show IC50 in µM; 0.33% of 310,000 active; in the data active means a potency from the dose series; inconclusive means inhibition mostly from about 25% at the one dose, without a potency; inactive means the rest, 99 in 100 with inhibition below about 19%;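 further: 0% = induced wells with vehicle and 100% = uninduced wells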
VEEV TC-83 Vero – inhibitors of VEEV TC-83 cytopathic effect, confirmation, Vero cells (AID 588727) | inhibition, % at 20 µM; hits with a dose series show IC50 in µM | Vero cells, VEEV TC-83 cytopathic effect inhibition; higher % means a stronger effect | 0.13% of 350,000 active; in the data active means a potency from the dose series; inconclusive means inhibition mostly from about 14% at the one dose, without a potency; inactive means the rest, 99 in 100 with inhibition below about 12%; further: strong numbers were not always called active
M. tuberculosis – growth inhibition of non-replicating M. tuberculosis (AID 488890). Mycobacterium tuberculosis non-replicating, growth inhibition; higher % means a stronger effect. one-dose inhibition, % at 25 µM; IC50 in µM for titrated hits. 0.39% of 320,000 active; in the data active means a potency from the dose series; inconclusive means inhibition mostly from about 82% at the one dose, without a potency; inactive means the rest, 99 in 100 with inhibition below about 76%;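 further: plate controls were DMSO cells for no effect and high antibiotic wells for full effect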
H37Rv inhibition – M. tuberculosis growth inhibition, HTS (AID 449762); 0.59% of 330,000 active; M. tuberculosis H37Rv growth inhibition, 7H9 media; higher % means a stronger effect; inhibition, % at 25 µM, or IC50 in µM where a hit was titrated; in the data active means a potency from the dose series; inconclusive means inhibition above about 70% without an active follow-up result;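 further: bacterial growth assessed after seven days of incubation; strong numbers were not always called active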
VEEV TC-83 Vero 10K pilot screen – second read-out of VEEV TC-83 Vero, no call of its own (marks repeat the call); inhibition, %; measured here: 10K pilot screen inhibition
An asterisk follows results filed as active; i = inactive; u = inconclusive; x = not tested or not shown.

SMILES	influenza NS1A	PhoP GFP inhibition	VEEV TC-83 Vero	M. tuberculosis	H37Rv inhibition	others
CC(=O)N1CC(=O)Nc2ccc(F)cc2C1c1ccccc1 (configuration not stated)	17.9%	-6.3%	i	-2.0%	2.4%
Cc1ccc(C)c(NC(=S)N(Cc2ccc(Cl)cc2)Cc2ccc(C(=O)O)cc2)c1	-3.3%	2.2%	1.8%	-5.5%	-2.1%
CSc1ccccc1OCc1cc(C(=O)NCCCc2ccccc2)no1	3.5%	-10.0%	0.1%	-4.5%	-9.3%
O=C(Nc1cc(Cl)ccc1Cl)Nn1cnnc1	-0.5%	-7.7%	2.2%	-0.4%	-16.1%
C=CCn1c(C)cc(C(=O)CN2NS(=O)(=O)c3ccccc3C2=O)c1C	-0.6%	10.9%	3.2%	8.1%	8.5%
O=C(O)c1cccc2c1C(=O)c1ccccc1-2	-2.4%	13.2%	1.6%	-13.7%	-3.5%
CC(C)N(Cc1nc(-c2ccc(Cl)cc2)no1)C(=O)C12CC3CC(CC(C3)C1)C2	2.5%	-4.1%	0.6%	19.9%	-0.8%
CC1=CC(=O)Nc2cncnc2N1	3.7%	x	2.5%	x	x
Cc1nc(N)sc1N=Nc1ccccc1C(F)(F)F	6.8%	-4.7%	1.1%	-6.3%	5.8%
COc1cccc(-c2nc(CS(=O)(=O)CC(=O)Nc3cccc(C)c3C)c(C)o2)c1	6.1%	5.4%	0.5%	-13.6%	0.9%
CC(=O)Nc1ccc(S(=O)(=O)N2CCc3cc4c(cc3C2)OCCCO4)cc1	7.4%	-31.3%	4.2%	-2.0%	7.1%
Cc1cc(Oc2cc(NN3CCCCC3)c([N+](=O)[O-])cc2[N+](=O)[O-])ccc1[N+](=O)[O-]	9.7%	11.4%	0.6%	21.9%	1.5%
Cc1cc([N+](=O)[O-])nn1Cc1ccc(C(=O)N/N=C/c2ccccc2)cc1	3.7%	-9.5%	1.4%	28.5%	2.2%
CCCC(NS(=O)(=O)c1ccc(Br)cc1)C(=O)O (configuration not stated)	-9.2%	2.2%	i	2.6%	-7.7%
C/C(=N/NS(=O)(=O)c1ccccc1)c1c[nH]c2ccccc12	6.3%	-2.2%	i	-9.8%	-4.1%
O=C(O)c1ccc([N+](=O)[O-])cc1	-1.1%	x	1.0%	x	x
ON=C1/C(=N\O)CC2(C/C1=N/O)OCCO2	-0.8%	23.1%	0.4%	-9.2%	-5.0%
COc1ccc(NC2CCCN(C(=O)CCCn3cncn3)C2)cc1OC (configuration not stated)	-5.5%	0.2%	i	-7.2%	-5.1%
CC(C)NC(=S)Nc1ccc2cn[nH]c2c1	-6.0%	-1.3%	1.0%	4.4%	-5.9%
CC(C)N(C=O)C1(C(=O)NC2CCCCC2)CCCCC1	-13.9%	-14.0%	i	-2.8%	-7.5%
CC(NC(=O)CCSc1nc(-c2ccc3c(c2)OCO3)cc(C(F)(F)F)n1)c1ccccc1 (configuration not stated)	-8.0%	-2.3%	5.6%	-0.9%	9.3%
COc1ccc(NC(=O)N2CCCc3cc(C)ccc32)c(OC)c1	-0.9%	-7.5%	2.9%	68.4%	19.4%
O=C(Nc1nc2c(s1)CCCC2)c1ccc(S(=O)(=O)N2CCCc3ccccc32)cc1	22.8%	-4.8%	0.9%	2.1%	-4.5%
CCc1cc(=O)oc2c(C)c(OC(C)C(=O)N3CC[C@@]4(O)CCCC[C@H]4C3)ccc12 (some centres not stated)	-0.9%	-3.8%	7.1%	0.8%	-8.1%
O=C(NN=C1CCCCC1)Nc1ccccc1Cl	3.2%	4.4%	0.3%	-2.4%	-5.2%

Gathered by group: the compounds so far with a COOH group
SMILES	influenza NS1A	PhoP GFP inhibition	VEEV TC-83 Vero	M. tuberculosis	H37Rv inhibition	others
Cc1ccc(C)c(NC(=S)N(Cc2ccc(Cl)cc2)Cc2ccc(C(=O)O)cc2)c1	-3.3%	2.2%	1.8%	-5.5%	-2.1%
O=C(O)c1cccc2c1C(=O)c1ccccc1-2	-2.4%	13.2%	1.6%	-13.7%	-3.5%
CCCC(NS(=O)(=O)c1ccc(Br)cc1)C(=O)O (configuration not stated)	-9.2%	2.2%	i	2.6%	-7.7%
O=C(O)c1ccc([N+](=O)[O-])cc1	-1.1%	x	1.0%	x	x

Back to the main list with the two entries that preceded the break.
SMILES	influenza NS1A	PhoP GFP inhibition	VEEV TC-83 Vero	M. tuberculosis	H37Rv inhibition	others
CCc1cc(=O)oc2c(C)c(OC(C)C(=O)N3CC[C@@]4(O)CCCC[C@H]4C3)ccc12 (some centres not stated)	-0.9%	-3.8%	7.1%	0.8%	-8.1%
O=C(NN=C1CCCCC1)Nc1ccccc1Cl	3.2%	4.4%	0.3%	-2.4%	-5.2%
O=C(CC1SC(N2CCCC2)=NC1=O)Nc1ccc(C(=O)Nc2ncccc2O)cc1 (configuration not stated)	5.9%	3.9%	4.5%	-15.2%	-12.2%
CC(C)[C@H](NC(=O)c1cccc(S(=O)(=O)N2CCOCC2)c1)C(=O)OCC(=O)Nc1cccc(Br)c1	-2.1%	x	4.5%	x	x
O=C(NCN1CCN(c2ccccc2F)CC1)c1ccccc1	2.9%	0.6%	i	3.6%	-2.9%
COc1ccc(NC(=O)c2ccc(-c3ccc([N+](=O)[O-])cc3)o2)cc1	-4.7%	-1.7%	1.6%	u	u
Nc1sc(-c2ccccc2)cc1C(=O)N/N=C/c1ccc(Cl)cc1	x	4.1%	4.2%	8.7%	u
Cc1c(C)c2ccc(OC(C)C(=O)NCCN3CCOCC3)c(C)c2oc1=O (configuration not stated)	-0.3%	7.4%	0.1%	3.9%	3.5%
CCN1CCN(c2cc(C)c3cc(NC(=O)c4cccnc4Cl)ccc3n2)CC1	10.1%	-5.1%	8.2%	25.1%	9.8%
CC/C=C/C(=O)N1CC2(CC(c3cccc(NC(=O)COc4ccc(Cl)cc4)c3)=NO2)C[C@H]1C(N)=O (some centres not stated)	14.8%	-5.6%	0.4%	20.3%	-1.8%
Cc1ccc2nc(SCC(=O)OCc3ccccc3)nc(=O)n2c1	-1.2%	2.4%	4.9%	2.0%	-1.8%
Cc1csc(NC(=O)c2c(-c3c(Cl)cccc3Cl)noc2C)n1	14.7%	13.6%	6.3%	9.6%	6.3%
O=C(COc1ccccc1[N+](=O)[O-])N(Cc1ccccc1)c1ccccn1	12.2%	-3.9%	0.4%	-8.6%	-8.6%
COc1cc(/C=C2\C(=N)N3N=C(S(C)(=O)=O)SC3=NC2=O)cc(OC)c1OCCOc1cccc(C)c1	1.8%	6.1%	1.6%	9.8%	-2.4%
Cc1ccc(N(CC(O)CN2CCCCC2)S(=O)(=O)c2ccccc2)cc1 (configuration not stated)	-0.4%	1.4%	1.0%	13.1%	-8.7%
O=C(CN1C(=O)NC2(CCCC2)C1=O)Nc1cc(C(F)(F)F)ccc1N1CCCCC1	2.5%	2.5%	4.6%	8.5%	7.8%
CCC(=O)c1ccc(OCC(=O)OCC(=O)Nc2cccc(S(=O)(=O)N3CCOCC3)c2)cc1	-12.0%	x	1.0%	x	x
CCC(CO)Oc1cc(NCc2ccc(C)c(C)c2)c2ncn(C(C)C)c2c1 (configuration not stated)	13.3%	x	5.6%	56.9%	14.2%
COCCCn1cnnc1SCC(=O)Nc1ccc(S(=O)(=O)N2CCCC2)cc1	-2.9%	-2.1%	1.1%	-20.4%	-4.0%
CCCn1c2c(c(O)c(C(=O)Nc3nc4ccccc4s3)c1=O)CCCC2	-4.6%	0.5%	0.9%	-0.8%	0.0%
O=C(Nc1ccc(S(=O)(=O)Nc2ccccn2)cc1)c1cccc([N+](=O)[O-])c1	-8.0%	-4.0%	2.9%	0.3%	1.6%
COc1ccc(N2C(=O)CC(N(Cc3ccc(S(N)(=O)=O)cc3)C(C)=O)C2=O)cc1 (configuration not stated)	-2.9%	7.6%	0.6%	-2.5%	-2.5%
CC12CN3CC(C)(CN(C1)C3c1cccs1)C2 (configuration not stated)	-3.4%	-2.4%	i	-2.6%	6.9%
COc1ccc2ccccc2c1CNCc1ccccn1	4.0%	-1.3%	2.8%	73.9%	8.2%
CC(=O)Nc1ccc(S(=O)(=O)c2ccc([N+](=O)[O-])cc2)cc1	-6.7%	-3.0%	i	8.2%	-6.8%
O=C(COc1ccc(F)c(Cl)c1)N1CCN(c2ccccn2)CC1	-10.5%	-0.8%	4.2%	8.8%	-11.6%
Cc1ccc(Nc2nc(-c3sc(NC(=O)c4ccco4)nc3C)cs2)cc1	-14.8%	-6.1%	9.1%	27.0%	u

Arranged by length of the SMILES (highest first): part of the list above.
SMILES	influenza NS1A	PhoP GFP inhibition	VEEV TC-83 Vero	M. tuberculosis	H37Rv inhibition	others
O=C(CC1SC(N2CCCC2)=NC1=O)Nc1ccc(C(=O)Nc2ncccc2O)cc1 (configuration not stated)	5.9%	3.9%	4.5%	-15.2%	-12.2%
Nc1sc(-c2ccccc2)cc1C(=O)N/N=C/c1ccc(Cl)cc1	x	4.1%	4.2%	8.7%	u
COc1ccc2ccccc2c1CNCc1ccccn1	4.0%	-1.3%	2.8%	73.9%	8.2%

Next section
SMILES	influenza NS1A	PhoP GFP inhibition	VEEV TC-83 Vero	M. tuberculosis	H37Rv inhibition	others
O=C(c1ccc(CS(=O)Cc2ccc(Cl)cc2)o1)N1CCN(c2cccc(Cl)c2)CC1 (configuration not stated)	0.0%	8.6%	3.6%	45.8%	63.6%
O=C(O)c1ccccc1-c1ccccc1C(=O)Nc1cccc2ccccc12	-13.8%	-6.8%	1.3%	54.0%	6.5%	VEEV TC-83 Vero 10K pilot screen=1.7
COc1ccc(OC)c2[nH]c(=O)c(CCNC(=O)C3CCCCC3)cc12	2.7%	5.8%	8.1%	5.8%	-6.5%
O=C(CCC(=O)Nc1ccccc1Cl)NN=C1CCCC1	-3.0%	-7.0%	2.1%	-15.6%	-8.3%
O=C(c1ccc(Cn2c(=S)[nH]c3ccc(Br)cc3c2=O)cc1)N1CCN(C2CCCCC2)CC1	7.9%	8.0%	0.7%	-9.5%	u
CCN(CC)S(=O)(=O)c1ccc(NC(=O)COC(=O)CCc2cc(OC)c(OC)c(OC)c2)cc1	3.8%	0.9%	0.8%	-1.0%	5.2%
Cc1ccccc1CN(C)C(=O)COC(=O)c1ccc2[nH]c(C)c(C)c2c1	7.4%	x	8.5%	9.8%	-5.9%
CCCCCCn1c(C(C)NC(=O)c2ccco2)nc2ccccc21 (configuration not stated)	-8.3%	-7.8%	0.7%	41.9%	7.8%
COC(=O)c1cnn(-c2cc(Oc3cccc(C)c3)ncn2)c1N	-7.3%	6.8%	6.3%	28.5%	-6.2%
O=C(COC(=O)CCc1c[nH]c2ccccc12)Nc1ccc([N+](=O)[O-])cc1	-8.4%	8.5%	i	9.82µM*	2.3%
CCc1ccc2[nH]c(=O)c(CN(Cc3ccccc3)C(=O)Nc3ccccc3OC)cc2c1	27.4%	0.0%	i	18.3%	6.2%
O=C(COc1ccccc1Cl)NCCCNC(=O)c1ccccn1	4.2%	6.4%	0.3%	-6.4%	-3.0%
O=C(CCC(=O)c1cccs1)OCC(=O)N1CCN(S(=O)(=O)c2ccccc2)CC1	6.8%	-5.0%	6.4%	0.5%	-4.0%
CC(C)(C)NC(=O)C(c1cccs1)N(C(=O)c1csnn1)c1ccccc1F (configuration not stated)	-34.5%	3.2%	1.2%	14.1%	-1.2%
Nc1ncnc(Nc2ccc(F)cc2)n1	-0.1%	-3.3%	1.7%	-11.9%	2.0%
COc1ccc(N2CCN(S(=O)(=O)c3cn(C)c(=O)n(C)c3=O)CC2)cc1	-6.0%	1.3%	i	-17.7%	-16.8%
CN(C)N=Nc1nc2c([nH]1)c(=O)n(C)c(=O)n2C	10.5%	-2.4%	1.8%	-4.3%	-2.4%
O=C(NCCS(=O)(=O)N1CCN(c2ccc(F)cc2)CC1)c1ccc(Br)o1	7.2%	5.0%	i	19.7%	5.7%
CC1CCCCN1S(=O)(=O)c1ccc(C(=O)Nc2ccccc2-c2nc3ccccc3[nH]2)cc1 (configuration not stated)	5.0%	-3.8%	2.0%	0.3%	-7.6%	VEEV TC-83 Vero 10K pilot screen=4.7
Cc1ccc(-n2ncc3ccccc3c2=O)cc1Cl	-7.5%	-5.8%	0.9%	15.6%	-0.3%
CCOC(=O)C1C(=O)C(=O)N(Cc2ccccc2)C1C(=O)OCC (configuration not stated)	0.7%	x	i	x	x
Cc1nnc2ccc(-c3ccc(NS(=O)(=O)c4ccccc4)cc3)nn12	-8.7%	x	0.1%	x	x
CCCCC(=O)N/N=C/c1ccc(N2CCOCC2)c([N+](=O)[O-])c1	28.8%	5.7%	1.7%	12.4%	-12.0%
Cn1c(CC(=O)Nc2ccccc2F)nnc1SCC(=O)N1CCOCC1	-4.3%	-1.3%	1.3%	7.0%	-11.1%
OC1CCN(Cc2ccc3ccccc3c2)CC1	-6.4%	-0.7%	i	x	2.1%

Outcome played no part in choosing rows. About 1.5% of those tested had a hit in this group.
